# Screens as filed in PubChem BioAssay.
# BoNT-A LC inh2: BoNT/A light chain protease inhibitors, primary screen, biochemical, flow cytometry, MLPCN library; multiplex microsphere protease substrate cleavage; inhibition, % at 10 µM; 0.17% of 360,000 active; further: plate controls were buffer without enzyme for full effect and enzyme alone for no effect
# SARS 3CLpro inh: SARS-CoV 3CLpro protease inhibitors, primary screen, biochemical, quenched FRET | 0.14% of 290,000 active | inhibition, % at 6 µM | recombinant SARS-CoV 3CLpro, quenched FRET peptide cleavage; in the data active means inhibition above about 12%
# TcdB GH inh: TcdB glycohydrolase inhibitors, primary screen, biochemical, single point, plate reader; 0.24% of 350,000 active; inhibition, % at 9.99 µM; TcdB glycohydrolase enzymatic assay; Toxin B (Clostridioides difficile), P18177; in the data active means inhibition above about 10%
# Target sequence (P18177 whole entry, looked up): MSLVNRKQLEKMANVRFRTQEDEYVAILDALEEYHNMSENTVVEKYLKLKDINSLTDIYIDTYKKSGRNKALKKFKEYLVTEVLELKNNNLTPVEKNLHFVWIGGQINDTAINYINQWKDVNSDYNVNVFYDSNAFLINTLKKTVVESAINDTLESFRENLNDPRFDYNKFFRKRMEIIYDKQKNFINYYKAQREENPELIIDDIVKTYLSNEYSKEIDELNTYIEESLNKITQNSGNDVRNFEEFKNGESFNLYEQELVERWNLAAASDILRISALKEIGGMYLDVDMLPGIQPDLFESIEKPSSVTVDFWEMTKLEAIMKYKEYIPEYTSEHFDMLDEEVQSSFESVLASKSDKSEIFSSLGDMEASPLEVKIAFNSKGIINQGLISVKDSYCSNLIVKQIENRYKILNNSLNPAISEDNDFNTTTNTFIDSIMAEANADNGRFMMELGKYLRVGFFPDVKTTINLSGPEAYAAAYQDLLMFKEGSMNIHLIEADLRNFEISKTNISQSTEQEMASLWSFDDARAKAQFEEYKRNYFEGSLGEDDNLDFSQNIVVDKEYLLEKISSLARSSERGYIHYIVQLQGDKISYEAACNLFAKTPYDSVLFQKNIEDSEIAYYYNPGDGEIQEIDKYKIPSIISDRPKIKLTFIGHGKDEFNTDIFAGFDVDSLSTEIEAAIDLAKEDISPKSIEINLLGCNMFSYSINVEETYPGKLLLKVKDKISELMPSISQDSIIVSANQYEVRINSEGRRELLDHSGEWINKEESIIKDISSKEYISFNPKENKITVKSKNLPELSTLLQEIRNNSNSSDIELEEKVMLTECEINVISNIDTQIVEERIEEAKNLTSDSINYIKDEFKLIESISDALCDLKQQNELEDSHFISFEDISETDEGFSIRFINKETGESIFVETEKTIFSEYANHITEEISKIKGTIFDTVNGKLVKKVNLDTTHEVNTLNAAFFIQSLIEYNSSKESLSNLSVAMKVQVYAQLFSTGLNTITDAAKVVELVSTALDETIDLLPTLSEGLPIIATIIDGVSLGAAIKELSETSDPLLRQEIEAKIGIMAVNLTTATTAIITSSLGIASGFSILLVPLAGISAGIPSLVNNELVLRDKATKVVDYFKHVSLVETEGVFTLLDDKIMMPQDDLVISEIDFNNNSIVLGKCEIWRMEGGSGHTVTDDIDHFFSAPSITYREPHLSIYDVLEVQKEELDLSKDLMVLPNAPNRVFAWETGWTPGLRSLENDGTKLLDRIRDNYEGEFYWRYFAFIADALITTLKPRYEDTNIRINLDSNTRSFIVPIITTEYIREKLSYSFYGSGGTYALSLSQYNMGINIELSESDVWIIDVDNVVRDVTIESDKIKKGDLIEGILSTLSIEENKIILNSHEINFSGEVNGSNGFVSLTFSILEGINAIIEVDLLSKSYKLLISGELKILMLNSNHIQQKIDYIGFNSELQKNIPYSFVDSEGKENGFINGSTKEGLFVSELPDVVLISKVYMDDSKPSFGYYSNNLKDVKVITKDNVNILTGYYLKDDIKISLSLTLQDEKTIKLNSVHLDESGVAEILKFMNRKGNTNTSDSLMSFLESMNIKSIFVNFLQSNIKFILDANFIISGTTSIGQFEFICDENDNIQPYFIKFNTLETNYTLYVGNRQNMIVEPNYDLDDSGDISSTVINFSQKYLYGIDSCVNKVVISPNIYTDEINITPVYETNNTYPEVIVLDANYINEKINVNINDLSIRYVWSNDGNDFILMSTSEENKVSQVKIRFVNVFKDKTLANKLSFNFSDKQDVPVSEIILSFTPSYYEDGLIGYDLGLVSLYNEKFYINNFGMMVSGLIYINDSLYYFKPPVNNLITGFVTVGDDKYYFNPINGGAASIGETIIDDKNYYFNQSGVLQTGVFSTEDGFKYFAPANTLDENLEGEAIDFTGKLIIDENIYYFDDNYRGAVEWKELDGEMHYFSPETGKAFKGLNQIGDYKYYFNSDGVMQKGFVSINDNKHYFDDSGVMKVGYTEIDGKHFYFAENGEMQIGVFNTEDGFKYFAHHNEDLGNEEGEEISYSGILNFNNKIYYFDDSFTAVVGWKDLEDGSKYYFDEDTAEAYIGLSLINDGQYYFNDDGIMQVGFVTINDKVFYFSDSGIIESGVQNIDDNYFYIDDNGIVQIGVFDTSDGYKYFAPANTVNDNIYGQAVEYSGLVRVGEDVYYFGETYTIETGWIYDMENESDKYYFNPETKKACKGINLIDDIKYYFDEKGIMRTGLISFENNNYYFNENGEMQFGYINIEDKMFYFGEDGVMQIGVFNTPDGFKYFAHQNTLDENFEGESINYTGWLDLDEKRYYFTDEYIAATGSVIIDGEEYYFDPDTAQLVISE
# PfHsp40 rescue: rescue of yeast from PfHsp40 toxicity, primary screen, S. cerevisiae, ATP luminescence. S. cerevisiae expressing PfHsp40, growth rescue. growth rescue, % at 12.5 µM. 0.68% of 340,000 active. AID 504582, 2011; in the data active means growth rescue above about 28%, passing the limit was not always enough; inconclusive means no clear call, values can overlap the other calls;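 further: yeast W303a lacking pdr1 and pdr3 grown in galactose medium; growth measured after three days at 30 °C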
# Y pestis TopoI: Yersinia pestis topoisomerase I inhibitors, primary screen, biochemical, cleavage product accumulation, plate reader, single point. Y. pestis Topo-I cleavage product accumulation. 0.064% of 360,000 active. DNA topoisomerase I (Yersinia pestis CO92). activity, % at 10 µM; in the data active means activity above about 50%, passing the limit was not always enough; inconclusive means no clear call, values can overlap the other calls; further: inactives centre near 2
# BH1578 lux ind: inducers of Vibrio cholerae quorum light production without autoinducers, primary screen, BH1578 luxS cqsA deficient, single point; V. cholerae BH1578 lux reporter, luminescence, 6 h; activation, % at 18.7 µM; 0.16% of 350,000 active; AID 588436, 2011; in the data active means activation mostly above about 9.7%, no sharp cut-off; inconclusive means no clear call, values can overlap the other calls; inactive means mostly below about 3.7%; further: not every result past the cut was called active; inactives centre near 0; reference of the scale not given here
# Anthrax LF inh2: Bacillus anthracis LF protease inhibitors, primary screen, biochemical, multiplex microsphere, MLPCN library | Lethal factor (Bacillus anthracis), P15917 | multiplex microsphere protease cleavage assay | inhibition, % at 10 µM | 0.12% of 360,000 active | AID 588501, 2011; further: plate controls were buffer without enzyme for full effect and enzyme alone for no effect
# SSB-PriA inh: inhibitors of Klebsiella pneumoniae PriA binding to SSB C-terminal tail, primary screen, biochemical, AlphaScreen | 0.6% of 430,000 active | PriA–SSB C-terminal tail interaction (Klebsiella pneumoniae) | AID 1272365, 2023 | AlphaScreen SSBct-PriA binding, biotinylated peptide | inhibition, % at 33 µM; in the data active means inhibition mostly above about 37%, no sharp cut-off; inactive means mostly below about 20%;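 further: plate controls were negative control peptide for no effect and reference peptide for full effect; strong numbers were not always called active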
# PrPC surface inh: inhibitors of human cell surface prion protein PrPC, primary screen, cell-based, TR-FRET | TR-FRET read-out | Major prion protein (Homo sapiens), P04156 | AID 720596, 2013 | 0.43% of 370,000 active | inhibition, % at 13.8 µM; in the data active means inhibition above about 24%; further: 0% = median of the test wells and 100% = reference compound wells
# The depositor's hits bear a star; i = inactive; u = inconclusive; x = not tested or not shown. Unless noted, no stated cut-off is given here; in the data, active means inhibition above about 30%; inconclusive means no clear call, values can overlap the other calls; inactive means below that.
SMILES,BoNT-A LC inh2,SARS 3CLpro inh,TcdB GH inh,PfHsp40 rescue,Y pestis TopoI,BH1578 lux ind,Anthrax LF inh2,SSB-PriA inh,PrPC surface inh
O=C(CC(c1cccs1)S(=O)(=O)c1ccccc1)c1ccc(F)cc1 (stereo unspecified),0.0,4,x,-0.1,-2,-0.2,1,-7,7
COc1ccc(NC(=O)C2CCCCN2N)cc1OCC(C)C (stereo unspecified),u,6,1.4,-1.3,0,-0.3,1,10,-2
Cc1cc(=O)n(CCCc2ccccc2)[nH]1,0.2,x,-2.8,0.2,-12,-0.7,-10,-11,-2
CCC(=O)Nc1cccc(NC(=O)c2ccc(C)cc2Cl)c1,-2.0,-4,-1.3,1.1,-1,i,-14,9,4
CN(C)S(=O)(=O)c1ccc(C(=O)NCc2nnc(SCC(=O)c3ccccc3)o2)cc1,-47,9,1.0,1.3,1,-0.5,-11,-1,1
COc1cc(-c2nc3n(n2)C(c2ccncc2)C2=C(CCCC2=O)N3)cc(OC)c1OC (stereo unspecified),0.5,-1,0.7,0.4,-6,-0.6,5,5,2
COC(=O)c1ccccc1S(=O)(=O)N1CCC(C(=O)Nc2ccccc2N2CCOCC2)CC1,0.2,x,2.2,1.9,13,i,-4,-5,3
Cc1ccc(S(=O)(=O)Nc2ccc(-c3nnc(SCc4ccccc4Cl)o3)cc2)cc1,0.1,-1,0.8,-0.3,15,-0.2,1,-2,9
O=C(CCN1CCC(c2ccccc2)C1)c1cccs1 (stereo unspecified),0.3,3,x,-1.8,6,1.7,-5,5,-6
O=C(NCCCOc1ccc([N+](=O)[O-])cc1Cl)OCc1ccccc1,-0.1,x,-2.1,9.3,21,0.1,1,-21,4
CCNC1(C(N)=O)CCN(Cc2ccccc2)CC1,0.1,x,0.8,1.2,6,0.9,-3,-2,-8
O=C(NN=Cc1ccc(N(CCCl)CCCl)cc1)C(=O)c1c[nH]c2ccccc12,0.0,x,-4.9,0.1,8,0.8,2,-11,12
COc1ccccc1CCNC(=O)C(=O)NCC1OCCN1S(=O)(=O)c1ccc([N+](=O)[O-])cc1 (stereo unspecified),0.1,0,0.2,-0.3,11,-2.9,-3,6,-23
Cc1ccccc1OCCC(=O)N1CCN(S(=O)(=O)c2ccc(Br)cc2)CC1,-1.4,x,0.2,-0.6,-4,2.9,3,-6,-6
Cc1cccc(OCC(=O)Nc2ccc(S(=O)(=O)Nc3onc(C)c3C)cc2)c1C,1.7,1,-0.2,-1.2,-2,-0.5,1,9,5
CC(C)(C)OC(=O)C[C@@H]1C/C=C\C[C@@H](CC(=O)N[C@H](CO)Cc2ccccc2)C(=O)N2CCC[C@H]2COC1=O,-0.7,x,0.6,-1.5,0,-0.5,-1,x,-4
CCC1(C)Cc2ccccc2-c2nc(NCCO)n(-c3ccccc3)c(=O)c21 (stereo unspecified),-0.3,-3,x,-0.7,9,i,-5,4,2
CCOC(=O)c1ccc(NC(=O)CCC2COc3ccccc3O2)cc1 (stereo unspecified),25,2,-0.1,23,4,-0.7,-24,-52,1
COc1ccc2c(c1OC)C(=O)N(c1ccccc1)C2=O,0.7,-1,0.2,-0.9,2,i,-2,-24,6
C#CCOCCOCCOCCNc1nc(N2CCN(C(=O)C([C@@H](C)CC)n3cc(C(N)CC(C)C)nn3)CC2)nc(N2CCN(C(=O)[C@H](CCC(=O)O)n3cc(C(N)Cc4ccc(O)cc4)nn3)CC2)n1 (stereo partly specified),0.0,-1,x,-2.2,-2,-19,5,-6,x

# 4 entries out of the list, sorted by length of the SMILES, rising:
SMILES,BoNT-A LC inh2,SARS 3CLpro inh,TcdB GH inh,PfHsp40 rescue,Y pestis TopoI,BH1578 lux ind,Anthrax LF inh2,SSB-PriA inh,PrPC surface inh
Cc1cc(=O)n(CCCc2ccccc2)[nH]1,0.2,x,-2.8,0.2,-12,-0.7,-10,-11,-2
O=C(CCN1CCC(c2ccccc2)C1)c1cccs1 (stereo unspecified),0.3,3,x,-1.8,6,1.7,-5,5,-6
CCOC(=O)c1ccc(NC(=O)CCC2COc3ccccc3O2)cc1 (stereo unspecified),25,2,-0.1,23,4,-0.7,-24,-52,1
CCC1(C)Cc2ccccc2-c2nc(NCCO)n(-c3ccccc3)c(=O)c21 (stereo unspecified),-0.3,-3,x,-0.7,9,i,-5,4,2

# The list continues.
SMILES,BoNT-A LC inh2,SARS 3CLpro inh,TcdB GH inh,PfHsp40 rescue,Y pestis TopoI,BH1578 lux ind,Anthrax LF inh2,SSB-PriA inh,PrPC surface inh
CC(C)C(=O)OCC(=O)Nc1ccc(N=Nc2ccccc2)cc1,-1.3,-2,2.3,0.5,0,-0.3,1,29,-3
CCCCNC(=O)c1cc2cc(OC)ccc2[nH]1,3.5,2,5.9,x,1,-0.6,-2,-12,0
COc1cc2c(cc1OC)C(C)N(C(=O)c1cc3c(s1)-c1ccccc1OC3)CC2 (stereo unspecified),-1.0,6,0.7,-0.9,23,i,-14,-11,7
COc1ccc(F)cc1C(=O)C1CCCN(C(=O)C2=C(C)OCCO2)C1 (stereo unspecified),-0.4,1,-0.3,0.0,3,x,-1,0,-2
CNS(=O)(=O)c1cccc(C(=O)OCC(=O)C23CC4CC(CC(C4)C2)C3)c1,0.0,2,x,u,-1,-6.7,0,-3,3
CN(C)S(=O)(=O)c1ccc(S(=O)(=O)N(CC(=O)Nc2ccccc2)CC2CCCO2)cc1 (stereo unspecified),0.7,4,x,-2.1,6,i,-3,-17,-1
COc1ccc(OC)c(S(=O)(=O)N2CCN(CC(O)COc3ccc(C#N)cc3)CC2)c1 (stereo unspecified),-2.8,-2,0.7,0.1,-12,-0.2,-6,0,-4
CC1=NN(C(=O)COc2cc(C)ccc2C(C)C)C(O)(c2ccccc2)C1 (stereo unspecified),-1.7,4,7.3,1.1,9,i,12,-11,7
CCOC(=O)Cn1c(=O)oc2cc(S(=O)(=O)N(C)Cc3ccco3)ccc21,-0.6,0,-0.1,1.0,3,-0.4,-1,-4,4
CCOC(=O)C(=O)Nc1nnc(Cc2ccc(OC)c(OC)c2)s1,0.6,-1,x,10.0,-1,i,0,-11,-5
CCOc1ccc2oc(C(=O)NC(C)(C)CC)c(C)c2c1,-0.4,0,0.5,8.0,9,i,-3,-16,7
CCN(CC)c1ccc(-n2c(C)cc(C=O)c2C)cc1,-0.3,-2,x,0.5,-4,3.4,-5,21,8
COCCNC(=O)/C(C#N)=C/c1cc(C)n(C2CCCCC2)c1C,-2.2,2,0.5,2.0,12,i,-5,8,-5
C=CCNc1nnc(SC2CC(=O)N(c3ccc(OC)cc3)C2=O)s1 (stereo unspecified),-2.6,5,x,u,6,i,-6,-3,6
CSc1ccc(CNC(=O)C2(C)CCCN2CC(C)C)cc1 (stereo unspecified),0.4,x,0.6,x,16,-0.4,-1,x,-4
Cc1ccc(C)c(NC(=O)CSc2nnc(-c3n[nH]c4ccccc34)o2)c1,0.6,-2,x,-0.1,29,i,1,13,-4
COc1ccc(/C=N/NC(=O)c2cccc(Br)c2)cc1CSc1ccccn1,-0.7,1,x,0.1,13,-0.3,-1,x,-6
O=c1c2ccccc2nc(/C=C/c2ccc(Br)cc2)n1CCCO,4.0,3,-1.9,-0.4,21,0.4,-3,-9,-6
Cc1cc2nccc(-c3ccc(F)cc3)n2n1,-0.9,1,-0.1,-0.1,-4,i,-9,-9,-4
CC(C)c1ccccc1NC(=O)c1cccc(NC(=O)c2ccccc2)c1,-0.3,4,x,2.0,2,i,-4,3,4

# Some of the entries so far, bar-delimited.
SMILES | BoNT-A LC inh2 | SARS 3CLpro inh | TcdB GH inh | PfHsp40 rescue | Y pestis TopoI | BH1578 lux ind | Anthrax LF inh2 | SSB-PriA inh | PrPC surface inh
O=C(CC(c1cccs1)S(=O)(=O)c1ccccc1)c1ccc(F)cc1 (stereo unspecified) | 0.0 | 4 | x | -0.1 | -2 | -0.2 | 1 | -7 | 7
Cc1ccc(C)c(NC(=O)CSc2nnc(-c3n[nH]c4ccccc34)o2)c1 | 0.6 | -2 | x | -0.1 | 29 | i | 1 | 13 | -4
Cc1ccccc1OCCC(=O)N1CCN(S(=O)(=O)c2ccc(Br)cc2)CC1 | -1.4 | x | 0.2 | -0.6 | -4 | 2.9 | 3 | -6 | -6
C#CCOCCOCCOCCNc1nc(N2CCN(C(=O)C([C@@H](C)CC)n3cc(C(N)CC(C)C)nn3)CC2)nc(N2CCN(C(=O)[C@H](CCC(=O)O)n3cc(C(N)Cc4ccc(O)cc4)nn3)CC2)n1 (stereo partly specified) | 0.0 | -1 | x | -2.2 | -2 | -19 | 5 | -6 | x

# The listing picks up; the 4 compounds before the break are reprinted first.
SMILES,BoNT-A LC inh2,SARS 3CLpro inh,TcdB GH inh,PfHsp40 rescue,Y pestis TopoI,BH1578 lux ind,Anthrax LF inh2,SSB-PriA inh,PrPC surface inh
COc1ccc(/C=N/NC(=O)c2cccc(Br)c2)cc1CSc1ccccn1,-0.7,1,x,0.1,13,-0.3,-1,x,-6
O=c1c2ccccc2nc(/C=C/c2ccc(Br)cc2)n1CCCO,4.0,3,-1.9,-0.4,21,0.4,-3,-9,-6
Cc1cc2nccc(-c3ccc(F)cc3)n2n1,-0.9,1,-0.1,-0.1,-4,i,-9,-9,-4
CC(C)c1ccccc1NC(=O)c1cccc(NC(=O)c2ccccc2)c1,-0.3,4,x,2.0,2,i,-4,3,4
Cc1sc2ncnc(NCC(c3ccccc3)N(C)C)c2c1C (stereo unspecified),2.4,-5,1.3,1.0,4,-0.3,3,7,15
O=C(COC(=O)c1ccc(Cl)c(S(=O)(=O)N2CCCCC2)c1)NCC1CCCO1 (stereo unspecified),0.1,-5,-1.0,1.4,8,i,-2,-7,-3
NS(=O)(=O)c1ccc(NC(=O)COC(=O)COc2ccccc2)cc1,-0.2,1,0.2,0.3,1,-0.5,0,-19,-2
COc1ccc(-c2cc(-c3ccc(N)cc3)nc(N)c2C#N)cc1OC,-0.2,4,-0.7,0.3,-5,-0.3,-2,-23,-3
N#Cc1ccc(OCC(=O)N/N=C/C2CC=CCC2)cc1 (stereo unspecified),-1.3,0,0.4,-0.5,-1,-0.7,-2,x,0
CCC(=O)Nc1ccc2c(c1)N(C(C)=O)c1ccccc1CC2,0.8,1,0.5,-1.5,5,i,-4,-4,4
CCCN(CCC)C(=O)c1ccc2c(c1)S(=O)(=O)c1ccccc1C2=O,-1.0,-2,-2.4,-1.8,18,-0.6,0,-6,-25
CC(C)COC(=O)N1C[C@H](O)C[C@H]1C(=O)Nc1ccc(Cl)cc1,-1.7,-1,0.8,7.5,5,i,-14,8,3

# A portion of the library (hit frequency here may not be typical).
